FBW7 activator: human FBW7 E3 ligase activation, primary screen; Q969H0; AlphaScreen FBW7–phospho-cyclin E peptide binding, activator screen; hit rate 0.13% among 650,000; normalized activity (activation), % at 26.1 µM; in the data active means normalized activity above about 1.9%;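 further: purified mutant Fbw7 with reduced substrate affinity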
Target sequence (Q969H0 whole entry, looked up): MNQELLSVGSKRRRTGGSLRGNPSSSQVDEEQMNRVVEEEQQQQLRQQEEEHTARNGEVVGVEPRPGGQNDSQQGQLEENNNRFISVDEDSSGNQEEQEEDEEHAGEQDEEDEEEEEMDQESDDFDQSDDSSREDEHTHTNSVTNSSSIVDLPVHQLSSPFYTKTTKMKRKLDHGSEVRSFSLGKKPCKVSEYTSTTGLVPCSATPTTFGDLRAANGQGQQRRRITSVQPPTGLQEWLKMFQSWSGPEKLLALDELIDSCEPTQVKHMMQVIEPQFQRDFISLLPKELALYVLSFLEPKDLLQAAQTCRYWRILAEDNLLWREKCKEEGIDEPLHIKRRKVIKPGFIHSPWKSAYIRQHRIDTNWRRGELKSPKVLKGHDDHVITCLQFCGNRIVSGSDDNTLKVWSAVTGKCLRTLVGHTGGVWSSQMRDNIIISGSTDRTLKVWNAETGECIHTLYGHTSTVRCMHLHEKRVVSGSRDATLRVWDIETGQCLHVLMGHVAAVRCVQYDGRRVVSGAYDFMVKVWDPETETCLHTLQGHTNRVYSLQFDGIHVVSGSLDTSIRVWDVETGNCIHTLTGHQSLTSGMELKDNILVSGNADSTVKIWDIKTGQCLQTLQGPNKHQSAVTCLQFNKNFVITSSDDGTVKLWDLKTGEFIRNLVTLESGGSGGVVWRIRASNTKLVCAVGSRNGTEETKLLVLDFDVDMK
GPR151 activ: human GPR151 activation. Q8TDV0. PathHunter beta-arrestin GPR151 cells, luminescence. activation, % at 11.2 µM. hit rate 1% among 650,000; in the data active means activation above about 4.9%;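 further: 0% = median of compound wells and 100% = cells with positive control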
TEAD-YAP block: TEAD-YAP interaction inhibition. HEK-TIYL cells, TEAD-Gal4/YAP UAS-luciferase luminescence. AID 1259422. hit rate 1.4% among 640,000. inhibition, % at 9.12 µM; in the data active means inhibition above about 32%;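 further: 0% = median of test compound wells and 100% = reference inhibitor wells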
MITF inh: blocks human microphthalmia-associated transcription factor. O75030. AlphaScreen MITF homodimerization, bead proximity signal. inhibition, % at 2.6 µM. hit rate 0.91% among 650,000. AID 1259374; in the data active means inhibition above about 50%;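 further: 0% = vehicle wells with protein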
The depositor's hits bear a star; . = not tested or not shown.

SMILES	FBW7 activator	GPR151 activ	TEAD-YAP block	MITF inh
COc1ccc(-n2c(CSc3ncccn3)nnc2SCC(=O)NO)cc1	0.0	-0.2	-19	17
O=C1/C(=C/c2ccc(-c3ccc(Cl)cc3Cl)o2)NC(=S)N1c1ccccc1	-0.2	0.7	-6	-4
Cn1nccc1Nc1nc2ccc(C(=O)NC3CCN(Cc4ccccc4)CC3)cc2s1	0.0	-1.7	11	6
O=C(c1ccccc1)N1CCN(C2CS(=O)(=O)CC2O)CC1 (stereo not drawn)	0.2	0.2	5	81*
O=C1/C(=C/c2ccc(Cl)cc2)SC(=S)N1CN1CCOCC1	-0.3	-0.5	-7	12
CCc1ccc(/C=C2\Sc3ccccc3N(CC(=O)N3CCC(C(N)=O)CC3)C2=O)cc1	0.5	0.1	2	13
CN(C)C(CNC(=O)c1ccc2ccccc2n1)c1ccccc1 (stereo not drawn)	0.1	-2.0	-9	1
COCCNC(=O)CCCOc1ccc(OC)cc1	-0.2	2.0	13	6
CCOC(=O)C(=O)Nc1nccs1	-0.1	0.9	-3	-8
Cc1ccc(/C(O)=C2\C(=O)C(=O)N(Cc3cccnc3)C2c2ccncc2)cc1 (stereo not drawn)	0.2	-0.9	7	16
O=C(OCCN1C(=O)c2cccc3c(N4CCCCC4)ccc(c23)C1=O)c1cccc([N+](=O)[O-])c1	0.1	-1.0	7	-1
COc1ccc(F)cc1S(=O)(=O)N1CCN(c2cc(Cl)ccc2C)CC1	0.0	3.7	0	0
Cc1nc2c3ccccc3n3c(CCCC(=O)NCCc4ccccc4)nnc3n2n1	0.3	2.5	-3	-13
O=C(CCc1nnc(Cc2cccc(C(F)(F)F)c2)o1)N1CCSCC1	0.2	-0.8	-61	7
O=C(Nc1ccc(Br)cc1F)c1c(O)c2ccccc2[nH]c1=O	-0.2	-0.1	2	-4
COc1ccc(CCNc2ccc(C(=O)O)cc2[N+](=O)[O-])cc1OC	-0.1	-4.1	13	-2
CCOC(=O)Cn1c(=O)oc2cc(S(=O)(=O)N3CCN(CC)CC3)ccc21	-0.2	-0.2	-3	1
Cc1ccccc1N(CC(=O)NC1CCCCC1)S(C)(=O)=O	0.0	-0.4	-1	3
Cc1n[nH]c(C)c1CN(C)Cc1ccc(C(=O)NCC2(O)CCCCC2)c(=O)[nH]1	0.0	0.6	-4	-3
CCC(C)Nc1nc2c(S(=O)(=O)c3ccc(C)cc3)nnn2c2ccccc12 (stereo not drawn)	0.3	-1.0	-9	17
N#CC(=C1CCCC1)c1nc(-c2ccccc2O)cs1	0.2	-2.2	-52	12
CS(=O)(=O)c1ccc2c(c1)NC(=O)CS2	0.1	-2.2	-4	-6
Cc1[nH]c(=O)[nH]c(=O)c1S(=O)(=O)N1CCOCC1	-0.1	0.2	1	8
CC1CCCC(NC(=O)CSc2nccn2C)C1C (stereo not drawn)	0.0	0.0	0	16
CCOC(=O)CSc1nnc(CNC(=O)c2cccs2)n1CCc1ccccc1	0.0	0.9	-3	-7
CCOCCCNC(=O)/C(C#N)=C/c1c(Oc2ccccc2)nc2c(C)cccn2c1=O	-0.1	-0.9	16	-3
CCCN1CCN(C(=O)CN2Cc3ccccc3C2=O)CC1	-0.4	-0.1	8	1
CCCCC(=O)N(c1ccc(OC)cc1)C1C=CS(=O)(=O)C1 (stereo not drawn)	0.0	0.8	1	-3
COCCNC(=O)C(=O)Nc1ccccc1	0.0	-1.8	-56	-7
CCN(Cc1ccncc1)C(=O)CC1C(=O)NCCN1Cc1cccs1 (stereo not drawn)	0.0	-0.6	19	12

Entries of single compounds, looked up by structure:
Entry for `CS(=O)(=O)c1ccc2c(c1)NC(=O)CS2` : FBW7 activator: 0.1; GPR151 activ: -2.2; TEAD-YAP block: -4; MITF inh: -6
Entry for `CCN(Cc1ccncc1)C(=O)CC1C(=O)NCCN1Cc1cccs1` (stereo not drawn) : FBW7 activator: 0.0; GPR151 activ: -0.6; TEAD-YAP block: 19; MITF inh: 12
Entry for `CCCCC(=O)N(c1ccc(OC)cc1)C1C=CS(=O)(=O)C1` (stereo not drawn) : FBW7 activator: 0.0; GPR151 activ: 0.8; TEAD-YAP block: 1; MITF inh: -3

Part of the list above, with values under each structure.
The line under a structure holds: FBW7 activator | GPR151 activ | TEAD-YAP block | MITF inh
> O=C(Nc1ccc(Br)cc1F)c1c(O)c2ccccc2[nH]c1=O
→ -0.2 | -0.1 | 2 | -4
> COc1ccc(CCNc2ccc(C(=O)O)cc2[N+](=O)[O-])cc1OC
→ -0.1 | -4.1 | 13 | -2

Other records
SMILES	FBW7 activator	GPR151 activ	TEAD-YAP block	MITF inh
Cc1cc(Cl)cc(Br)c1OCCCCn1cncn1	0.1	-1.3	9	63*
Nc1nc(NCc2ccc3c(c2)OCO3)cc(NC2CC2)n1	0.1	-0.6	9	10
O=C(CCCCCn1c(=S)[nH]c2cc3c(cc2c1=O)OCO3)NCc1cccc(Cl)c1	-0.1	-0.9	-5	-8
COC(=O)CCCC(=O)Nc1cccc(Br)c1	-0.1	0.9	-12	4
O=c1nc(N/N=C/c2ccc(O)cc2)cn[nH]1	0.1	-3.3	-2	28
O=C(NC12CC3CC(CC(C3)C1)C2)N1CCN(c2ccccn2)CC1	0.1	-1.3	-12	3
COc1cc(/C=N/NC(=O)C(=O)Nc2cccc(Br)c2)cc(OC)c1OC	-0.1	-0.3	10	-1
CCCn1cc(NC(=O)C2CC(c3ccccc3NC(C)=O)=NO2)cn1 (stereo not drawn)	-0.1	0.0	2	-9
COC(=O)Nc1ccc(C)c(NC(=O)OC)c1	0.0	0.1	-2	12
N#C/C(=C\c1c(Oc2ccccc2Cl)nc2ccccn2c1=O)C(N)=O	-0.1	-8.2	1	8
COc1ccc(C2Nc3ccccc3-c3nnc(SC)nc3O2)cc1O (stereo not drawn)	0.1	3.4	-5	8
Cc1cccc(C(=O)Nc2ccc3c(c2)CC(=O)N3C)c1	-0.1	0.2	-20	8
CCN(CC)CCN(C(=O)C1=COCCO1)c1nc2ccc(Br)cc2s1	0.5	-1.6	-7	-1
CCCCC(=O)Nc1ccc(C(=O)N2CCN(c3ccccc3F)CC2)cc1	-0.1	1.2	3	6
CCOC(=O)Cn1c(C)c(Br)c(=O)c2cccc(C)c21	0.0	0.1	-1	-3
N#Cc1ccc(CS(=O)(=O)c2ccccc2)cc1	0.3	1.3	.	3
COc1ccc(CN2CCNC(=O)C2CC(=O)N(C)Cc2nccs2)cc1OC (stereo not drawn)	-0.1	-0.2	11	1
COC(=O)c1c(NC(=S)NN2CCOCC2)sc(C)c1-c1ccccc1	-0.1	0.4	4	5
O=C(Nc1ccc(N2CCOCC2)c(Cl)c1)c1ccccc1Br	0.2	0.1	-27	15
CCCC1CCc2c(sc(NC(=O)C3CCCO3)c2C(N)=O)C1 (stereo not drawn)	0.8	-0.8	-7	7
Cc1cc2nc3s/c(=C/c4cc([N+](=O)[O-])c(N5CCOCC5)cc4N4CCOCC4)c(=O)n3c2cc1C	0.0	0.6	-7	14
CCOc1cc(/C=C2\SC(=Nc3ccccc3)N(c3ccccc3)C2=O)ccc1OC(=O)N(C)C	-0.1	-0.7	14	1
Cc1cnc(C)c(-c2ccc(F)c3c2OC(CNC(=O)c2cc4ccccc4n2C)C3)n1 (stereo not drawn)	0.4	2.3	-3	-2
CCCNc1cc(-c2ccc(OC)nc2)nc(N)n1	-0.2	-0.1	23	4
N#CCSc1nc2sc3c(c2c(=O)[nH]1)CCCC3	0.0	-0.1	5	-15
COc1ccc(C2=CC(c3ccco3)n3nnnc3N2)cc1 (stereo not drawn)	-0.2	1.9	-49	-3
CC1CCN(C2=CC(=O)OC23CCCCC3)CC1	0.0	0.0	23	1
N#C/C(=C/c1cn(CC(=O)Nc2ccc(F)cc2)c2ccccc12)C(N)=S	-0.1	0.9	15	6
Cc1cccc(NC(=O)CCN2C(=O)C3C4C=CC(C4)C3C2=O)n1 (stereo not drawn)	0.0	2.3	10	-1
COCCNc1c(-c2ccc(O)cc2)nc2cc(C)ccn12	-0.1	-1.2	-2	-3
COc1ccc(N2C(=O)C=CC2=O)c(OC)c1	-0.1	1.1	0	-7
CN(Cc1ccccc1)C(=O)c1cn(C)c(=O)c2ccccc12	0.3	2.2	14	7
COC(=O)c1cc2c(cc1NC(=O)Cc1noc3ccc(C)cc13)OCO2	0.0	-1.2	-4	-15
CCOc1ccc(C2Nc3ccccc3NC3=C2C(=O)CC(C)(C)C3)cc1OC (stereo not drawn)	0.2	-1.1	2	18
O=C(O)CCn1c(=O)c2cc3c(=O)n(CCC(=O)O)c(=O)c3cc2c1=O	0.1	-1.5	5	16
CCOc1ccccc1CN1CCc2nnc(CCNC(=O)C3CCOCC3)n2CC1	-0.1	1.4	-12	-1
Cc1ccc(NC(=O)CN(C)S(=O)(=O)c2ccc(C)cc2)cc1	0.1	1.4	-5	-11
CCCN1CCC(N2CCN(S(=O)(=O)c3ccccc3[N+](=O)[O-])CC2)CC1	-0.4	-1.6	3	84*
O=C(CN(C(=O)c1csnn1)c1ccccc1C(F)(F)F)NCc1ccccc1	-0.2	0.0	-5	-9
N#CC(C#N)=C1C=CC=CN1/C(=C\c1ccc(F)cc1)C(=O)c1ccccc1	0.7	-0.2	-15	16
CC(C)CC(O)c1ccc2c(c1)CN(Cc1ccc(Sc3nncn3C)o1)CCO2 (stereo not drawn)	0.2	-1.0	-11	-2
Cc1nc(SCC(=O)N2C(C)CCCC2C)c2c(C)c(C)sc2n1 (stereo not drawn)	0.1	1.5	5	4
CC1=C(C(=O)N2CCOCC2)C(c2cccc(F)c2)C2=C(CC(C)(C)CC2=O)N1 (stereo not drawn)	-0.1	-0.5	-4	6
COc1ccc(C(=O)CN2CCN(CC(=O)Nc3ccccc3F)CC2)cc1OC	-0.3	-0.6	-6	-10
COc1ccc(C2CC(c3ccc(Cl)cc3)=NN2c2nc(-c3cccc(N4C(=O)c5ccccc5C4=O)c3)cs2)cc1OC (stereo not drawn)	-0.2	0.3	4	-9
CC(C)Oc1cccc(OCCN2CCN(C)CC2)c1	0.1	1.0	8	-6
O=C(O)/C=C/c1ccc2c(c1)OCCO2	-0.1	0.2	-4	-14
Cc1cc(C)cc(NC(=O)c2cc(S(=O)(=O)NC3CCCC3)ccc2F)c1	0.1	1.3	3	10
O=C(Oc1cccc2cccnc12)c1cc(Br)ccc1I	-0.4	2.0	9	16
NS(=O)(=O)c1ccc(CCNC(=O)Cn2cnc3sc4c(c3c2=O)CCCC4)cc1	-0.1	-1.8	-4	3
O=C(Nc1ccc(F)c(Cl)c1)c1cc(S(=O)(=O)NCc2ccc(F)cc2)ccc1F	0.1	-0.3	5	16
Cc1ccc2nc(N3CCC(C(=O)N(C)Cc4ccsc4)CC3)nc(C)c2c1	-0.3	1.5	-13	6
O=C(N/N=C/c1cc(Br)ccc1O)c1cccc(I)c1	-0.1	2.1	3	11
C/C(=N\NS(C)(=O)=O)c1ccc(O)cc1O	0.2	0.9	4	17
NC1=NC(=O)S/C1=C\c1cccs1	-0.1	1.3	-8	-2
O=C(N/N=C\c1ccccc1O)c1cnccn1	-0.5	-1.2	-12	59*
Oc1oc(-c2ccc(Cl)cc2)nc1C=Nc1ccc(Br)cc1Br	0.1	1.0	7	9
O=C(CN1CC(=O)Oc2ccccc21)OCC(=O)c1ccc([N+](=O)[O-])cc1	-0.3	-0.6	-10	-10
COc1cc(CNc2ccc3ncc(-c4cccc(O)c4)n3n2)cc(OC)c1OC	0.9	1.2	-21	25
COc1cc(/C=C2/NC(=S)NC2=O)ccc1OC(=O)C12CC3CC(CC(C3)C1)C2	-0.1	-0.6	-4	-7

The results go on.
SMILES	FBW7 activator	GPR151 activ	TEAD-YAP block	MITF inh
CCOC(=O)C1=C(c2ccccc2)NC(=O)NC1c1cc(OC)c(O)cc1Br (stereo not drawn)	-0.2	2.1	3	-4
COc1ccc(/C=N/NC(=O)CCn2nnc3ccccc32)cc1	0.0	-0.7	5	10
COc1ccc(N2CCN(c3ncnc4sc(C(=O)Nc5ccccc5C(F)(F)F)c(C)c34)CC2)cc1	0.0	-0.3	2	6
COCCn1c(=O)/c(=C\c2ccc(C)s2)s/c1=C(/C#N)C(=O)C(C)(C)C	-0.1	1.3	-1	10
